High-throughput results from PubChem BioAssay.
TRPM1 prom inh: MITF TRPM1 promoter inhibition in SK-MEL-5 cells. SK-MEL-5 TRPM1 promoter luciferase, 24 h. inhibition, % at 12.5 µM. actives 0.83% (n = 330,000). AID 488899;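 active = mean inhibition across replicates of 60% or more, whatever share of single replicates reaches that level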; note: values of inactives mirror those of a sister screen read the other way
CaV13 ICDI inh: Disruptors of the CACNA1D IQ motif to Ca2+-dependent inactivation inhibitor domain association, primary screening, Förster resonance energy transfer in intact living … | inhibition, % at 12.3 µM | HEK cells, CFP/YFP FRET ICDI-IQ, plate reader, 10 min; percent FRET-ratio fall versus neutral wells | AID 743397 | actives 0.098% (n = 340,000);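 active = mean replicate inhibition of at least 30% and at least 1% of replicates passing that level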;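 note: 0% = median of the neutral control wells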
Vif inh: inhibitors of HIV Vif; HEK293T cells, Vif self-association by quenched fluorescence, imaging, 24 h; actives 0.35% (n = 340,000); AID 602346; inhibition, % at 7.49 µM; in the data active = inhibition above about 50%, passing the limit was not always enough; note: some results filed as inactive read as strong as hits
HIF-2a block: inhibitors of HIF-2a. 786-0 RCC cells HIF-2a reporter, luciferase luminescence, overnight. inhibition, % at 18.8 µM. actives 0.72% (n = 360,000);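 active = inhibition of the luminescence signal of 40% or more relative to plate controls, in a single-dose primary screen at 18.75 µM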
NR2E3 agonist: activates human photoreceptor nuclear receptor NR2E3; Q9Y5X4; GST-NR2E3/biotin-RetCOR TR-FRET, 1536-well; inhibition of corepressor binding, % at 4.78 µM; actives 0.12% (n = 320,000); AID 2300;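 active = percent inhibition above the cutoff of mean plus 3 SD of all tested compounds, set per screening campaign, cut at about 20% in these data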;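 note: 0% = DMSO wells and 100% = biotin wells as full block of FRET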
Target sequence (Q9Y5X4 whole entry, looked up): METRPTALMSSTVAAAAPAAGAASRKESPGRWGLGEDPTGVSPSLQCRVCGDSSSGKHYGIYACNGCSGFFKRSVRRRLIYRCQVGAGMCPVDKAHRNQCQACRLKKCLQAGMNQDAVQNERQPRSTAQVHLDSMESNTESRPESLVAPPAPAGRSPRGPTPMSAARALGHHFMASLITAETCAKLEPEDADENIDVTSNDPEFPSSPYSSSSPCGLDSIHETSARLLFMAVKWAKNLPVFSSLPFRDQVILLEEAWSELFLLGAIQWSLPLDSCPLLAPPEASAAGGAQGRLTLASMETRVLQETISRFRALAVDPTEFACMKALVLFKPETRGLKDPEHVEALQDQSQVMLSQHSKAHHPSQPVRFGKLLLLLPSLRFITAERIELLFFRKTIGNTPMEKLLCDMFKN
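Material: NR2E3–RetCOR corepressor complex | Quantity: 1.35 nM GST-tagged NR2E3 final | Schedule: 5 h at 4 °C | Replication: Singlicate compound wells | Reagent: RetCOR corepressor, biotinylated, 7 nM | Controls: Biotin wells as high control, 0.6% DMSO wells as low control | Signal: TR-FRET, Eu(K)-anti-GST donor, streptavidin-D2 acceptor, ex 340, em 617/671 nm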
The depositor's hits bear a star.

The first 10 entries (preview)
`CN1C2C=C3C(C#N)=C(N)C(C#N)(C#N)[C@@H](c4ccsc4)[C@@H]3C1CC2` (stereo partly specified) gave NR2E3 agonist 1.
COc1c(N2CCN[C@H](C)C2)c(F)cc2c(=O)c(C(=O)O)cn(C3CC3)c12 was read as NR2E3 agonist -3.
`COc1cc2c(C(=O)N3CCN(C4CCCCC4)CC3)cn(CC(C)C)c(=O)c2cc1OC` gave NR2E3 agonist 0.
Screening OCCCc1nc2n(n1)C(c1cccs1)C=C(c1ccccc1)N2 (stereo unspecified) returned NR2E3 agonist 2.
Screening Cc1ccccc1SCCNC(=O)CCc1ccccc1 returned NR2E3 agonist 5.
`C#CCOCCOCCOCCNc1nc(N2CCN(C(=O)[C@H]([C@@H](C)CC)n3cc([C@@H](N)Cc4ccc(O)cc4)nn3)CC2)nc(N2CCN(C(=O)[C@H](CCCCN)n3cc([C@@H](N)CC(C)C)nn3)CC2)n1` gave NR2E3 agonist 1.
`O=C(Cc1c[nH]c2ccccc12)Nc1cccc(S(=O)(=O)N2CCCCC2)c1` gave NR2E3 agonist 0.
Screening Fc1ccccc1/C=C1\CCCC2=C1Nc1ncnn1C2c1ccccc1F (stereo unspecified) returned NR2E3 agonist 2.
CCCN1C(=O)/C(=C/c2ccc(C)o2)NC1=S was read as NR2E3 agonist 3.
For COc1ccc(Cl)cc1Nc1nc(-c2sc(NC(=O)c3ccccc3)nc2C)cs1 the results were NR2E3 agonist 4.

Results, from the first entry:
`CN1C2C=C3C(C#N)=C(N)C(C#N)(C#N)[C@@H](c4ccsc4)[C@@H]3C1CC2` (stereo partly specified) gave NR2E3 agonist 1.
COc1c(N2CCN[C@H](C)C2)c(F)cc2c(=O)c(C(=O)O)cn(C3CC3)c12 was read as NR2E3 agonist -3.
`COc1cc2c(C(=O)N3CCN(C4CCCCC4)CC3)cn(CC(C)C)c(=O)c2cc1OC` gave NR2E3 agonist 0.
Screening OCCCc1nc2n(n1)C(c1cccs1)C=C(c1ccccc1)N2 (stereo unspecified) returned NR2E3 agonist 2.
Screening Cc1ccccc1SCCNC(=O)CCc1ccccc1 returned NR2E3 agonist 5.
`C#CCOCCOCCOCCNc1nc(N2CCN(C(=O)[C@H]([C@@H](C)CC)n3cc([C@@H](N)Cc4ccc(O)cc4)nn3)CC2)nc(N2CCN(C(=O)[C@H](CCCCN)n3cc([C@@H](N)CC(C)C)nn3)CC2)n1` gave NR2E3 agonist 1.
`O=C(Cc1c[nH]c2ccccc12)Nc1cccc(S(=O)(=O)N2CCCCC2)c1` gave NR2E3 agonist 0.
Screening Fc1ccccc1/C=C1\CCCC2=C1Nc1ncnn1C2c1ccccc1F (stereo unspecified) returned NR2E3 agonist 2.
CCCN1C(=O)/C(=C/c2ccc(C)o2)NC1=S was read as NR2E3 agonist 3.
For COc1ccc(Cl)cc1Nc1nc(-c2sc(NC(=O)c3ccccc3)nc2C)cs1 the results were NR2E3 agonist 4.
Cc1ccc(OCc2nnc(NC(=O)OCC(C)C)s2)c(C)c1 was read as NR2E3 agonist 1.
Cc1cc(C2=CC(C)(c3cc(C)oc3C)Nc3nc(C(F)(F)F)nn32)c(C)o1 (stereo unspecified) was read as NR2E3 agonist -1.
CNC(=O)c1c(NC(=O)c2ccc(S(=O)(=O)N3CCCC3)cc2)sc2c1CCN(C(C)C)C2 was read as NR2E3 agonist 1.
Screening CCc1ccc(C(C(=O)NC2CCCCC2)N(C(=O)c2ccccn2)c2cccnc2)cc1 (stereo unspecified) returned NR2E3 agonist 2.
CC1(C)[C@@H](O)CC[C@]2(C)C3C(O)C=C4[C@H]5C[C@@](C)(C(=O)O)CC[C@]5(C)CC[C@]4(C)[C@]3(C)CC[C@@H]12 (stereo partly specified) was read as NR2E3 agonist 3.
CC(C)=CCC/C(C)=C/CC(C)(C)CNCCN1CCNCC1 was read as NR2E3 agonist 1.
Screening C(=N\Nc1nc(Nc2ccccc2)nc(N2CCOCC2)n1)/c1c[nH]c2ccccc12 returned NR2E3 agonist -1.
Screening COc1ccccc1/C=N/NC(=Nc1ccc(C)cc1)c1nc2ccccc2s1 returned NR2E3 agonist 1.
Screening CS(=O)(=O)c1ccc(S(=O)CC(=O)Oc2ccc(Cl)cc2)c([N+](=O)[O-])c1 (stereo unspecified) returned NR2E3 agonist 4.
COC(=O)c1c(-c2ccc(OC)cc2)sc2ccccc12 was read as NR2E3 agonist 0.
`Cn1c(=O)c2[nH]c(N3CCN(c4ccccn4)CC3)nc2n(C)c1=O` gave NR2E3 agonist 2.
Cc1ccc(C(=O)COC(=O)c2cnccn2)cc1C was read as NR2E3 agonist 4.
CCOC(=O)C1(CC2CC2)CCN(Cc2ccc(O)c(Cl)c2)CC1 was read as NR2E3 agonist -2.
For CC1(C)Oc2ccc(/C=C/C(=O)N3CCOCC3)c(O)c2C(N2CCOCC2)C1O (stereo unspecified) the results were NR2E3 agonist 4.
Screening Cc1cccc(N(CC(=O)NCCSc2nc3ccccc3s2)S(=O)(=O)c2ccccc2)c1 returned NR2E3 agonist -1.
C#CCOCCOCCOCCNc1nc(N2CCN(C(=O)[C@H](CCC(=O)O)n3cc(C(N)CO)nn3)CC2)nc(N2CCN(C(=O)[C@H](Cc3ccc(O)cc3)n3cc(C(N)CC(C)C)nn3)CC2)n1 (stereo partly specified) was read as NR2E3 agonist 4.
`CN1c2ccccc2C(C)(C)C12CC(c1ccc(Cl)c(S(=O)(=O)N3CCCC3)c1)=NO2` (stereo unspecified) gave NR2E3 agonist -1.
CC(C)c1cc(C(C)C)c(S(=O)(=O)N2c3ccccc3[C@@]3(Br)C[C@H]4C(=O)N[C@@H](Cc5ccccc5)C(=O)N4[C@@H]23)c(C(C)C)c1 was read as NR2E3 agonist -1.
CCn1cc(C(=O)O)c(=O)c2cnc(N3CCN(C(=S)NC(=O)c4ccccc4Cl)CC3)nc21 was read as NR2E3 agonist 4.
For Nc1nc2n(n1)C1(CCCCC1)C1=C(CCCC1)N2 the results were NR2E3 agonist -2.
For O=C(CSc1nnc(SCc2cccc3ccccc23)s1)N=Nc1c(O)[nH]c2ccccc12 the results were NR2E3 agonist -3.
`c1ccc(Cc2ccc(OCCCNC3CCCC3)cc2)cc1` gave NR2E3 agonist 3.
Screening NC(=O)N/N=C/c1cn(-c2ccccc2)nc1-c1cccnc1 returned NR2E3 agonist 3.
`Cc1ccc(S(=O)(=O)NN2C(=O)/C(=C/c3cccn3C)SC2=S)cc1` gave NR2E3 agonist -4.
`CCC(=S)/C=C1\Sc2ccc3ccccc3c2N1CCCS(=O)(=O)O` gave NR2E3 agonist -1.
Screening c1ccc2c(-c3cn4ccccc4n3)c[nH]c2c1 returned NR2E3 agonist 2.
`CN(C)CCc1c[nH]c2ccc(Cn3cncn3)cc12` gave NR2E3 agonist -4.
CO[C@H]1O[C@@H]2O[C@@]3(C)CC[C@H]4[C@H](C)CC[C@@H]([C@H]1C)[C@@]24OO3 was read as NR2E3 agonist 1.
For Cc1noc(C)c1S(=O)(=O)NCCCN1CCN(Cc2ccccc2)CC1 the results were NR2E3 agonist 3.
COc1ccc(C(=O)/C=C/Nc2ccc(S(=O)(=O)Nc3ncccn3)cc2)cc1 was read as NR2E3 agonist 2.
O=C(O)/C=C/C(=O)Nc1ccc(Oc2ncnc3cc(Cl)ccc23)nc1 was read as NR2E3 agonist -1.
Screening COc1ccc(C2C(C#N)=C(N)N3C(=C2C#N)Sc2ccccc23)cc1 (stereo unspecified) returned NR2E3 agonist 3.
COc1cc(/C=C2/C(=O)N(c3ccccc3)N=C2C)ccc1OS(=O)(=O)c1ccccc1 was read as NR2E3 agonist 2.
For CCCC(C)NC(=O)c1ccc(-c2ccccc2)cc1 (stereo unspecified) the results were NR2E3 agonist 1.
O=C(NCc1cccnc1)C(=O)Nc1nccs1 was read as NR2E3 agonist 3.
Screening CC1(C)S[C@@H]2[C@H](NC(=O)COc3ccccc3)C(=O)N2C1C(=O)OCc1cc2ccccc2n1S(=O)(=O)c1ccccc1 (stereo partly specified) returned NR2E3 agonist 3.
Cc1cc(C=O)c2c(c1)C=CC1(Oc3ccccc3C(=O)N1C)O2 (stereo unspecified) was read as NR2E3 agonist 2.
`O=C(NCc1cccs1)c1cc(-c2ccncc2)nc2ccc(Br)cc12` gave NR2E3 agonist 3.
Screening Cc1cc(/C=N/Nc2nc(N)ncc2[N+](=O)[O-])c(C)n1-c1cccc(C(F)(F)F)c1 returned NR2E3 agonist -3.
For COc1cc(C(=O)NS(=O)(=O)c2ccccc2C)ccc1Cc1cn(C)c2ccc(NC(=O)OC3CCCC3)cc12 the results were NR2E3 agonist -8.
For C[C@H]1O[C@H](O[C@H]2[C@H](O)[C@@H](O)[C@@H](O[C@H]3[C@H](O)[C@@H](O)C(O)O[C@@H]3CO)O[C@@H]2CO)[C@H](O)[C@@H](O)[C@@H]1N[C@H]1C=C(CO)[C@@H](O)[C@H](O)[C@H]1O (stereo partly specified) the results were NR2E3 agonist 5.
For O=C(O)c1ccc(Nc2nc(-c3cccnc3)nc3ccccc23)cc1 the results were NR2E3 agonist 10.
Screening Cc1ccccc1Nc1nnc(SCC(=O)NC(=O)Nc2ccc3c(c2)OCCO3)s1 returned NR2E3 agonist -2.
For O=C(O)c1cc(C(=O)O)cc(-c2ccc(/C=c3/sc4nc5ccccc5n4c3=O)o2)c1 the results were TRPM1 prom inh 7.
Screening CCOC(=O)NNc1ccc2nonc2c1[N+](=O)[O-] returned TRPM1 prom inh -1 and NR2E3 agonist 0.
For COc1ccc2c(c1)O[C@@H](c1cccc(C(F)(F)F)c1)[C@H](O)C2=O the results were TRPM1 prom inh 16 and NR2E3 agonist 0.
Screening O=C(C1CCCCC1)N1CC(=O)N2CCc3ccccc3C2C1 (stereo unspecified) returned Vif inh -1 and NR2E3 agonist 4.
`CC(C)[C@H](NC(=O)OC(C)(C)C)c1cc(C(=O)N2CCOCC2)c(N)s1` gave HIF-2a block 0.
Screening COc1ccc(CN2C(=O)CN(S(C)(=O)=O)CC2(C)C(=O)Nc2ccc3c(c2)OCCO3)cc1OC (stereo unspecified) returned HIF-2a block 4.
Screening CC(c1nc2ccccc2n1Cc1ccccc1)n1c(-c2cnccn2)nc2ccccc21 (stereo unspecified) returned HIF-2a block 11.
Screening COC(=O)[C@@]12C[C@@H](CC(=O)NCc3ccc(C)o3)C(=O)N(Cc3ccco3)C1=CCC(C)(C)C2 returned HIF-2a block -2.
Screening CCCc1c(-c2cccc(Br)c2)ncn1Cc1cccc(-c2ccccc2)c1 returned HIF-2a block -9.
Cc1ccc(S(=O)(=O)C[C@@H]2OC[C@H](C)N2S(=O)(=O)c2ccc(C)cc2)cc1 was read as HIF-2a block -6.
Screening Cc1ccc(S(=O)(=O)N2[C@@H](CO)CO[C@H]2CC(=O)c2ccccc2)cc1 returned HIF-2a block -3.
For COCC(=O)N1C[C@H](C)[C@H](OC)CN(C)C(=O)c2cc(NC(=O)Nc3cccc(F)c3)ccc2OC[C@@H]1C the results were HIF-2a block -1.
Screening Cc1ccc2ccc(C(Nc3ccccc3)c3ccc(F)cc3)c(O)c2n1 (stereo unspecified) returned HIF-2a block -57.
Cc1cccc(C)c1NC(=O)C1C(c2ccc3c(c2)OCO3)=Nc2ccccc2N1C(=O)c1ccccn1 (stereo unspecified) was read as HIF-2a block -126.
For CC(C)NC(=O)C1(C)CSCC(=O)N1CCOc1ccccc1 (stereo unspecified) the results were HIF-2a block 5.
For Cc1csc(-c2nc3ccccc3n2C(C(=O)NC(C)(C)C)c2cc3ccccc3o2)c1 (stereo unspecified) the results were HIF-2a block -128.
`O=c1c2cc3ccccc3nc2ncn1CCc1ccc(Cl)cc1` gave HIF-2a block -36.
`Cc1ccc(OCc2nc3ccccc3n2C(C(=O)NC(C)(C)C)c2ccccc2)cc1` (stereo unspecified) gave HIF-2a block -9.
Screening CCOC(=O)[C@]12CCCC=C1N(Cc1ccccc1)C(=O)[C@H](CC(=O)NCCc1ccccc1OC)C2 returned HIF-2a block -2.
CC(C)c1cc(Cn2c3ccccc3c(=O)n2C(C)Cn2cc(C3CC3)nn2)on1 (stereo unspecified) was read as HIF-2a block 18.
For COC(=O)[C@@]12C[C@@H](CC(=O)N3CCCC3)C(=O)N(Cc3ccco3)C1=CCC(C)(C)C2 the results were HIF-2a block -13.
`Oc1ccc(Br)c(CN2CCN(c3ncc(Cc4ccccc4)cn3)CC2)c1` gave HIF-2a block 4.
Screening OCCC(N1CCOCC1)C(O)(c1ccccc1)c1ccccc1 (stereo unspecified) returned CaV13 ICDI inh -11.
COC(=O)C1=C(C)N(Cc2cccc(C(F)(F)F)c2)C(=NCC2CC2)NC1c1cccc(Cl)c1 (stereo unspecified) was read as CaV13 ICDI inh -9.

An excerpt; rates above refer to the full screens.
